Statin myotox sup = suppression of simvastatin myotoxicity; C2C12 myotubes + simvastatin, ATP luminescence, 48 h; scaled: DMSO 0, geranylgeraniol control 100; rescue of ATP level, % at 7.49 µM; hit rate 0.78% among 330,000; AID 602340;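 active = mean ATP rescue above about 67%, or every replicate alone reaching that limit, limit read from the data, passing the limit was not always enough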;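 also: myotubes were challenged with 10 µM simvastatin during compound exposure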
esBAF inh = blocks esBAF chromatin remodeling in mouse ES cells; Bmi1-luciferase knock-in reporter, 24 h; 100% = twice the neutral-well signal; reporter increase, % at 12.5 µM; hit rate 2% among 350,000; AID 602393; in the data active = activation above about 40%;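 also: 0% = median of the plate's neutral control wells and 100% = double that signal; a rise in the Bmi1 reporter signal indicates esBAF inhibition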
* hit, by the source's call. An excerpt; the hit share may differ from the screen's.

SMILES | Statin myotox sup | esBAF inh
Cc1nc2nc(Cc3ccccc3)[nH]n2c(=O)c1Cc1ccccc1 | -3 | -1
CCCS(=O)(=O)N1CCC(C(=O)N2CCC(Cc3ccccc3)CC2)CC1 | 11 | -3
COc1ccccc1NC(=O)C/C(N)=N/O | 0 | -4
COc1cc(-c2cc(C(=O)N3CCN(c4ccccn4)CC3)c3ccccc3n2)cc(OC)c1OC | 26 | -8
O=C(c1ccc(Br)cc1)N(C1=NCCCCS1)c1ccccc1 | 27 | -1
CS(=O)(=O)N(CC(=O)N1CCCCCC1)Cc1ccc(Cl)cc1 | 10 | -3
COC(=O)C(CCSC)NC(=O)c1cccc([N+](=O)[O-])c1 (centres undefined) | 0 | -2
COc1cc(/C=N/NC(=O)Cn2nc([N+](=O)[O-])cc2C)cc(Br)c1OCc1ccccc1 | -27 | -4
CCc1nc(Nc2ccc(N3CCN(C(C)=O)CC3)cc2)c2oc3ccccc3c2n1 | -7 | 13
Cc1ccc2cc(C(c3nnnn3C3CCCC3)N(Cc3cccnc3)Cc3ccco3)c(=O)[nH]c2c1 (centres undefined) | 2 | -2
Cc1occc1-c1nnc(SCC(=O)c2ccc(F)cc2)n1Cc1ccco1 | -2 | 4
Cc1cccc2cc(C#N)c(SCC(=O)NCC3CCCO3)nc12 (centres undefined) | 8 | 1
COc1ccc(NC(=O)CC2C(=O)N(c3cccc(OC)c3)C(=O)N2C2CCCCC2)cc1 (centres undefined) | 8 | 4
CC(=O)C(N=Nc1ccccc1)(Sc1nnc(-c2ccccc2)n1-c1ccccc1)C(=O)Nc1ccccc1 (centres undefined) | -16 | 6
COc1ccc(CC(=O)Nc2oc(-c3ccccc3)c(-c3ccccc3)c2C#N)cc1OC | 5 | -4
O=C(OCc1nnc(-c2ccccc2)o1)c1ccc2ccccc2n1 | 11 | 12
CC(NS(=O)(=O)c1ccccc1)C(c1cccs1)N1CCN(c2ccccc2)CC1 (centres undefined) | 49 | -1
O=C(COc1ccccc1)N1CCN(C(=O)c2cccs2)CC1 | -2 | -2
COc1ccc(Cn2nnnc2C(c2cc(OC)ccc2OC)N2CCC(C(N)=O)CC2)cc1 (centres undefined) | 5 | -2
Cc1ccc(-n2cnc3scc(-c4cccs4)c3c2=O)cc1 | -6 | 22

Sorted by value in esBAF inh (high to low): 4 of the compounds above.
Molecule | esBAF inh
CC(=O)C(N=Nc1ccccc1)(Sc1nnc(-c2ccccc2)n1-c1ccccc1)C(=O)Nc1ccccc1 (centres undefined) | 6
Cc1cccc2cc(C#N)c(SCC(=O)NCC3CCCO3)nc12 (centres undefined) | 1
COc1cc(/C=N/NC(=O)Cn2nc([N+](=O)[O-])cc2C)cc(Br)c1OCc1ccccc1 | -4
COc1cc(-c2cc(C(=O)N3CCN(c4ccccn4)CC3)c3ccccc3n2)cc(OC)c1OC | -8

Entries from the list above containing bromine (two):
SMILES | Statin myotox sup | esBAF inh
O=C(c1ccc(Br)cc1)N(C1=NCCCCS1)c1ccccc1 | 27 | -1
COc1cc(/C=N/NC(=O)Cn2nc([N+](=O)[O-])cc2C)cc(Br)c1OCc1ccccc1 | -27 | -4

Remaining list, next part
SMILES | Statin myotox sup | esBAF inh
COC(=O)CC1C(=O)NC2CCCCC2N1C(=O)c1ccccc1 (centres undefined) | -14 | -6
COc1cc(C2c3c(oc4ccccc4c3=O)C(=O)N2CCN2CCOCC2)cc(OC)c1OC (centres undefined) | -4 | -7
O=C(CCSc1nnc2scc(-c3ccccc3)n12)NCc1ccc2c(c1)OCO2 | 0 | 4
CC(C)CNc1c(N)c(=O)oc2ccccc12 | 0 | 5
Cc1ccc(-n2[nH]c(C)c(C=Nc3ccc4[nH]c(=O)[nH]c4c3)c2=O)cc1C | -80 | 22
CCc1cc2cccc(C)c2nc1SCC(=O)c1ccc(NC(C)=O)cc1 | -48 | -3
CCCCCCOc1ccc(C(CC(=O)O)C(N)=O)cc1 (centres undefined) | 4 | -2
CCOc1cc(NC(=O)c2ccco2)c(OCC)cc1NC(=O)CCC(=O)NCc1cccnc1 | -18 | 2
Cc1ccc(C(C#N)c2ccc(C(=O)c3ccc(F)cc3)cc2)cc1 (centres undefined) | 6 | 16
CCn1c(SCC(=O)Nc2ccccc2N2CCOCC2)nnc1-c1ccccc1 | 1 | -7
CCOC(=O)c1cnc(-c2ccccc2)nc1Oc1ccccc1 | 3 | 8
COC(=O)CN(c1ccc(OC)cc1)S(=O)(=O)c1ccc(OC)c(OC)c1 | 19 | -13
Nc1ccc(Oc2ccc3nc(-c4ccccc4)c(-c4ccc([N+](=O)[O-])cc4)nc3c2)cc1 | 12 | 4
CCOc1ccc(-c2cnc(SCC(N)=O)nc2N)cc1 | 11 | -1
CCN(CC)CCOC(=O)c1cccc(Br)c1 | 6 | 0
Cc1cc(-c2nnc(SCC(=O)Nc3ccccc3C(F)(F)F)o2)c(C)n1-c1ccccc1 | 6 | -19
CCn1cc(Br)c(-c2nc3ccccc3c(=O)n2N)n1 | -3 | 21
Cc1cc(C)n(-c2nc(N(C)C)nc(N3CCOCC3)n2)n1 | -5 | -5
Cc1cccn2c(=O)c3cc(C(=O)NCCc4ccccc4)c(=N)n(CCCn4ccnc4)c3nc12 | -18 | -71
COc1cc(OC)cc(-n2nnnc2SCC(=O)N2CCCC2)c1 | -32 | -2

One compound at a time, as listed above:
Entry for Cc1cc(-c2nnc(SCC(=O)Nc3ccccc3C(F)(F)F)o2)c(C)n1-c1ccccc1 = Statin myotox sup: 6; esBAF inh: -19
Entry for CCc1nc(Nc2ccc(N3CCN(C(C)=O)CC3)cc2)c2oc3ccccc3c2n1 = Statin myotox sup: -7; esBAF inh: 13

Additional records follow:
SMILES | Statin myotox sup | esBAF inh
C=CCn1c(COc2ccc(Cl)cc2)nnc1SCC(=O)N/N=C/c1cccc(O)c1 | -9 | 14
O=C(NCCn1cc(SCc2ccc(F)cc2)c2ccccc21)c1ccccc1F | -5 | 4
O=C(NCc1ccc(F)cc1)c1cc(-c2cccs2)on1 | 2 | 4
Clc1ccc(C2=Nn3c(nnc3-c3cc(-c4ccccc4)n[nH]3)SC2)cc1 | 50 | 9
Cc1noc(C)c1COC(=O)CCCOc1ccc(Cl)cc1Cl | 2 | -6
O=C1CCC(C(=O)Nc2ccccc2)N1 (centres undefined) | -6 | -5
CC(=O)c1cccc(NC(=O)N2CCCC2C(=O)Nc2c(C)cccc2C)c1 (centres undefined) | 7 | -5
CN(CC(=O)Nc1sccc1C#N)C1CCCCC1 | 7 | 2
Nn1c(SCC(=O)Nc2ccc(F)cc2)nnc1C1CCCCC1 | 2 | -5
Cc1ccc(O)c(C(=O)c2cc(C#N)c(=O)n(-c3c(C)n(C)n(-c4ccccc4)c3=O)c2)c1 | -13 | -34
C/C(=N\Nc1nncc2ccccc12)c1ccc(C(C)(C)C)cc1 | -17 | 49*
Cc1ccc(Nc2nc(Oc3ccc(=O)[nH]n3)nc(N(C)C)n2)cc1 | -9 | 1
CC(=O)c1cccc(NC(=O)c2cc(-n3cnnc3)ccc2Cl)c1 | -26 | -11
Cc1cccc(NC(=O)CCCCCN2C(=O)c3ccccc3C2=O)n1 | 92* | 3
CC1(C)CC(=O)c2c(Cc3ccccc3)n[nH]c2C1 | 8 | 3
CCOC(=O)C1=C(CSc2nc(C)ccc2C#N)OC(N)=C(C#N)C1c1cccc(OC)c1OC (centres undefined) | 8 | 13
CC(Oc1ccccc1)c1ccnc2nc(/N=C/N(C)C)nn12 (centres undefined) | 35 | -3
Cc1ccc(N2C(=O)C3C4C=CC(C4)C3C2=O)cc1 (centres undefined) | 3 | 7
CC(Sc1nc2ccccc2s1)C(=O)Nc1nnc(C(C)C)s1 (centres undefined) | 18 | -16
Cn1nnc(NC(=O)c2ccc(C(C)(C)C)cc2)n1 | -1 | 46*
CCOCCCNC(=O)C(NC(=O)CNC(C)=O)c1ccc(Cl)cc1 (centres undefined) | 2 | 1
Nc1c(N)c2ccccc2oc1=O | 58 | 12
Cc1cc(NCCCN2CCOCC2)n2nc(C)c(-c3ccc(F)cc3)c2n1 | -38 | 5
Cc1noc(C)c1C(=O)N1CCc2ccccc2C1 | -14 | -16
COC(=O)C1=C(C)N(c2ccc(C(=O)OC)cc2)C(=O)C1 | 15 | 0
O=c1cc(C(F)(F)F)nc(-n2[nH]c3c(c2=O)CCCC3)[nH]1 | -6 | -7
CCOC(CNC(=O)c1cc(C)nn1-c1ccccc1)OCC | -7 | -8
CC(C)C(=O)NC(=S)Nc1ccc(S(=O)(=O)N(C)Cc2ccccc2)cc1 | -27 | 10
O=C(OCC(=O)N1CCN(c2ccccc2)CC1)c1ccco1 | 16 | -9
Cn1c(=O)cc(SCC(=O)N2CCCC2)c2cc(Cl)ccc21 | 8 | 1
CCOC(=O)c1c(-c2ccc(C)o2)csc1NC(=O)CN1CCN(CC)CC1 | -17 | -3
CC1CN(S(=O)(=O)c2cccc(C(=O)OCC(=O)c3cccs3)c2)CC(C)O1 (centres undefined) | 6 | -2
CC(=O)Nc1ccc(S(=O)(=O)NCc2ccc(C)cc2)cc1 | -1 | -6
COc1ccc(OC)c(C2C(C(C)=O)=C(O)C(=O)N2c2ccc(O)cc2)c1 (centres undefined) | 3 | -13
Cc1ccc(S(=O)(=O)N(C)C2(C)CCS(=O)(=O)C2)cc1 (centres undefined) | 0 | 0
O=[N+]([O-])c1ccc(NCCNS(=O)(=O)c2ccccc2)c(C(F)(F)F)c1 | -11 | -7
COC(=O)CN(c1ccc(OC)cc1)S(=O)(=O)c1c(C)noc1C | -5 | -2
CCCOc1ccc(F)cc1-c1cc(C(=O)NCc2ccc(C(F)(F)F)cc2)[nH]n1 | 9 | -2
COc1ccc(CCN(Cc2cccs2)S(=O)(=O)c2ccc(-n3cnnn3)c(OC)c2)cc1OC | -7 | 9
Cc1ccc(N2C(=O)N3[C@H]4c5ccccc5OC[C@@H]4[C@@H](c4ccccc4)[C@@]3(C)C2=O)cc1 | 15 | -6
CCSCc1nnc(SCC(=O)Nc2nc3ccccc3s2)n1C | 15 | 30
CCCn1cc(SCC(=O)NCc2ccco2)c2ccccc21 | 19 | 10
O=c1[nH]cnc2cc(Cl)ccc12 | -5 | -5
CCOC(=O)c1c(C)sc(Sc2ccc(Cl)cc2[N+](=O)[O-])c1OC | 0 | 2
CC1(C)CC(N(Cc2cccs2)C(=O)c2ccco2)CCO1 (centres undefined) | -1 | 0
CC(=O)Oc1cc(OC(C)=O)c2c(C)cc(=O)oc2c1 | 97* | 3
CC(=O)COc1cc(C)cc2oc(=O)c(C)c(C)c12 | 2 | -13
COc1cccc(C2=NOC(C(=O)N3CCOCC3)C2)c1 (centres undefined) | -4 | 18
CC(CC(=O)O)CC(=O)Nc1ccccc1C(=O)O (centres undefined) | -28 | 1
CCn1c(Cc2ccc(OC)cc2)nnc1SCC(=O)NC1CCCCC1 | 16 | -14
CSc1ccccc1C(=O)Nc1ccc2c(c1)OCCO2 | 6 | 33
C[C@@H]1COC(=O)[C@H](NC(=O)OCC2c3ccccc3-c3ccccc32)C/C=C\C[C@@H](CC(=O)N(CCO)Cc2ccccc2)C(=O)N1 | -160 | -32
Cc1ccc(C)c(OCc2nnc(NC(=O)c3ccco3)s2)c1 | 8 | -7
Oc1ccc(Cl)cc1C(C#Cc1ccccc1)N1CCOCC1 (centres undefined) | 34 | 7
Cc1c(C(=O)O)c(-c2ccccc2)nn1-c1ccccc1 | -13 | -7
COc1ccc(-c2nn(C)c(=O)c3ccccc23)cc1CNS(C)(=O)=O | 26 | -5
COc1ccccc1NC(=O)Cn1nnc(-c2ccccc2NC(=O)c2cccs2)n1 | -6 | -4
CCc1nc2nc(C)cc(Nc3cccc(C(F)(F)F)c3)n2n1 | 20 | -5
Cc1ccc(C(C)C)cc1S(=O)(=O)NCc1cccnc1 | -4 | 0
COC(=O)c1ccc(NS(=O)(=O)c2cc(C)ccc2OC)cc1 | 6 | -1

Further records
SMILES | Statin myotox sup | esBAF inh
CCCN(CCC)CC(O)CN(c1cc([N+](=O)[O-])ccc1OC)S(=O)(=O)c1ccccc1 (centres undefined) | 1 | -17
Cn1nnc2cc(C(=O)NCc3ccco3)ccc21 | 12 | -6
Cc1onc(-c2c(Cl)cccc2Cl)c1C(=O)N1CCc2ccccc2C1 | 4 | 1
CCCCOC(=O)Nc1cc(C(=O)OC)ccc1C(=O)OC | 56 | 0
CCCSc1nnc(CSc2nc3ccccc3s2)n1-c1ccccc1 | -25 | 0
CCN1C(=O)[C@@H]2[C@H](C1=O)[C@@H]1C(=O)Nc3ccccc3C(=O)N1[C@@H]2c1cccc(Cl)c1 | 24 | -8
COc1ccc(NC(=O)CSc2nc(N)c3cc4c(nc3n2)CCCC4)c(OC)c1 | 0 | 12

Structural class: the compounds so far with a COOH group (three)
SMILES | Statin myotox sup | esBAF inh
CCCCCCOc1ccc(C(CC(=O)O)C(N)=O)cc1 (centres undefined) | 4 | -2
CC(CC(=O)O)CC(=O)Nc1ccccc1C(=O)O (centres undefined) | -28 | 1
Cc1c(C(=O)O)c(-c2ccccc2)nn1-c1ccccc1 | -13 | -7

Assay outcomes (PubChem BioAssay)
